Screening data as filed in PubChem BioAssay.
WRN helicase inh: qHTS for Inhibitors of WRN Helicase | Bifunctional 3'-5' exonuclease/ATP-dependent helicase WRN (Homo sapiens), Q14191 | WRN helicase unwinding, fluorescent forked duplex, kinetic | Potency, µM (doses to about 114 µM), for inactives: at the highest dose activity change, negative = inhibition, most hits filed as inhibitors | 0.46% of 360,000 active; also: potency is read from the fitted curve at half-maximal effect; % is scaled to controls: 0 for no effect and ±100 for the full control effect; nearly all actives have a fitted effect of over 55% in size
Target sequence (Q14191 whole entry, looked up): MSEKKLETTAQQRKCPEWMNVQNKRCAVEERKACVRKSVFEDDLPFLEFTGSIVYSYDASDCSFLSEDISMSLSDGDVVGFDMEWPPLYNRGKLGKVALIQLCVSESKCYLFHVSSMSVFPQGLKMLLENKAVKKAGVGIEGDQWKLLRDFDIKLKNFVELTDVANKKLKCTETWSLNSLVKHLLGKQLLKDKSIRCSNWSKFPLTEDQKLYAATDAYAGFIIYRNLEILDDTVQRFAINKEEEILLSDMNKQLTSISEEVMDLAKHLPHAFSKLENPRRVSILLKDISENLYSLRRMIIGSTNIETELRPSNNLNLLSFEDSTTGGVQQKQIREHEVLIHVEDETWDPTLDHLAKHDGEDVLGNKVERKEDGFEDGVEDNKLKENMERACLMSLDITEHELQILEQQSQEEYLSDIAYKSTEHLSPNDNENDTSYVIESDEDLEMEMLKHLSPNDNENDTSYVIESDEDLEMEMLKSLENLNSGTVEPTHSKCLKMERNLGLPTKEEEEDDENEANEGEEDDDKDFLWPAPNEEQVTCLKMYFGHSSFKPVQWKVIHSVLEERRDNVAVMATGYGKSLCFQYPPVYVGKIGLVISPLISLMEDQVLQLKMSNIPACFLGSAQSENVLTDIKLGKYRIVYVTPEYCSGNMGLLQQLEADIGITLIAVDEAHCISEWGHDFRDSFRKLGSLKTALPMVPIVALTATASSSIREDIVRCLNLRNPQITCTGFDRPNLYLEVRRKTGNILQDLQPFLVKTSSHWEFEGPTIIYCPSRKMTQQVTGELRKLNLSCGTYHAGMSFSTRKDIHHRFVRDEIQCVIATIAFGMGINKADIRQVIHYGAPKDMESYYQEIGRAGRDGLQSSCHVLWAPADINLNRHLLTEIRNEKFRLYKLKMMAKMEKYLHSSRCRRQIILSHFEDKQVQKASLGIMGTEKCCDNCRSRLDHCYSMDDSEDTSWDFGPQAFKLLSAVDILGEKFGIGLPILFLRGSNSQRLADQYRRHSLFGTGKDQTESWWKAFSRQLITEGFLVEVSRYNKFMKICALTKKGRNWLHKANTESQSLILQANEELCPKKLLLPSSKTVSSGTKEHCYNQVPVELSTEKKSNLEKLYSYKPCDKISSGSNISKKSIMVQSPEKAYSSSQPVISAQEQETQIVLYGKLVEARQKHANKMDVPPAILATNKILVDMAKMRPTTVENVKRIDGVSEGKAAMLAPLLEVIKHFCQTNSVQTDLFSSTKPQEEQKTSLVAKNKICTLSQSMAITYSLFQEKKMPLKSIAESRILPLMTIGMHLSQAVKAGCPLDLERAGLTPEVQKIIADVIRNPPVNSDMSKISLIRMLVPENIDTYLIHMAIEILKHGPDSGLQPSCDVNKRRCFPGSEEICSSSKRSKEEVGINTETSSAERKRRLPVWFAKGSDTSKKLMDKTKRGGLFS
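Kinetic red-fluorescence monitoring (525/598 nm) tracks WRN helicase activity after 100 nM fluorophore-quencher forked duplex and 2 mM ATP are added to 20 nM enzyme pretreated 15 min at room temperature with compound.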
MCF10A rereplic: A quantitative high throughput screen for small molecules that induce DNA re-replication in MCF 10a normal breast cells; MCF 10A DNA re-replication, Hoechst nuclear intensity, 48 h; 2.9% of 350,000 active; AID 624296, 2012; Potency, µM (top dose mostly 46.1 µM), without a hit: at the top dose activity, positive = re-replication, usual class: activators; also: potency is read from the fitted curve at half-maximal effect; % of control where 0% means no effect; nearly all actives have a fitted effect of over 50% in size
KB-3-1 tox: qHTS assay for MDR1-selective chemotherapeutics: Primary screen using the parental adenocarcinoma cell KB-3-1; KB-3-1 viability, CellTiter-Glo ATP luminescence, 72 h; Potency, µM (titrated, usually from 46.1 µM), for the others: at the top dose activity change, negative = cytotoxic, actives largely listed as cytotoxic; 1.4% of 400,000 active; AID 1347075, 2019; also: potency is read from the fitted curve at half-maximal effect; % is scaled to controls: 0 for no effect and ±100 for the full control effect; nearly all actives have a fitted effect of over 60% in size
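KB-3-1 cells, DMEM (no phenol red) + 10% FBS; compound by pin transfer, 72 h, 37 °C. Readout: CellTiter-Glo luminescence after 10 min. Data normalized, curve-fitted.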
KB-V1 MDR tox: qHTS assay for MDR1-selective chemotherapeutics: Primary screen using the drug-selected MDR subline cells KB-V1; 3.4% of 400,000 active; Potency, µM (top dose mostly 46.1 µM), for inactives: at the top dose activity change, negative = cytotoxicity, actives largely listed as cytotoxic; KB-V1 MDR cells viability, CellTiter-Glo, 72 h; also: potency is read from the fitted curve at half-maximal effect; % is scaled to controls: 0 for no effect and ±100 for the full control effect; nearly all actives have a fitted effect of over 60% in size
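Following 72 h at 37 degrees C with compound, KB-V1 cell viability was read by CellTiter-Glo luminescence, medium being phenol-red-free DMEM plus 10% FBS; concentration-response parameters came from normalized, curve-fitted qHTS data.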
SW480 rereplic: A quantitative high throughput screen for small molecules that induce DNA re-replication in SW480 colon adenocarcinoma cells | SW480 DNA re-replication, Hoechst DNA content imaging, 48 h | Potency, µM (titrated, usually from 46.1 µM), for inactives: at the highest dose re-replication activation, hits mostly activators | 1.8% of 340,000 active | AID 624297, 2012; also: potency is read from the fitted curve at half-maximal effect; % of control where 0% means no effect; nearly all actives have a fitted effect of over 55% in size
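First, 250 cells per well were seeded. Next, compound or vehicle (23 nL) was pinned in, plates sat 48 hr at 37 C. Finally Hoechst was added for 40 min before fluorescence scanning.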
ATXN2 expr inh: Primary qHTS for Inhibitors of ATXN expression. Potency, µM (highest dose often 57 µM), inactives show at the top dose activity change, negative = inhibition, most hits filed as inhibitors. HEK-293 ATXN2-luciferase reporter, luminescence, 24 h. 0.72% of 360,000 active; also: potency is read from the fitted curve at half-maximal effect; % is scaled to controls: 0 for no effect and ±100 for the full control effect; nearly all actives have a fitted effect of over 55% in size
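ATXN2-luciferase reporter cells (luciferase flanked by upstream and downstream ATXN2 gene portions) were treated 24 h at 37 °C with compounds at up to 57 uM. SteadyGlo luminescence gave expression; GF-AFC fluorescence gave viability.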
HT1080 IDH1KD tx: qHTS for induction of synthetic lethality in tumor cells producing 2HG: qHTS for the HT-1080-IDH1KD cell line; HT-1080 IDH1 knockdown viability, ATP luminescence, 48 h; 2% of 360,000 active; Potency, µM (titrated, usually from 46.1 µM), for inactives: top-dose activity, negative = toxicity, actives largely listed as cytotoxic;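 also: potency is read from the fitted curve at half-maximal effect; 0% = DMSO wells and -100% = cell-free medium wells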
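Luminescent ATP read-out (CellTiter-Glo, 10 min at room temperature) after 48 h compound exposure at 37 °C gave viability of IDH1-knockdown HT-1080 cells. Activity was normalised to DMSO and cell-free wells, then fitted as concentration-response curves.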
HT1080NT lethal: qHTS for induction of synthetic lethality in tumor cells producing 2HG: qHTS for the HT-1080-NT fibrosarcoma cell line; HT-1080-NT fibrosarcoma viability, CellTiter-Glo ATP luminescence, 48 h; 1.6% of 360,000 active; Potency, µM (highest dose often 46.1 µM), for inactives: at the top dose activity, negative = less viability, usual class: cytotoxic;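 also: NT is the 2HG producing partner of a matched IDH1 knockdown line; potency is read from the fitted curve at half-maximal effect; 0% = DMSO-treated cells and -100% = media-only wells without cells; nearly all actives have a fitted effect of over 55% in size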
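HT-1080-NT fibrosarcoma cells (2HG-overproducing), 750 cells/well in RPMI with 5% FBS, dosed after 2 h and incubated 48 h at 37C. CellTiter-Glo luminescence normalized to DMSO and no-cell wells; concentration-response curves fitted and classed.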
IL-1B inflam inh: qHTS for Inhibitors of Inflammasome Signaling: IL-1-beta AlphaLISA Primary Screen; THP-1 LPS/ATP IL-1B secretion, AlphaLISA, 16 h; stronger effect = lower value; activity change, % at 57.5 µM; 4.7% of 360,000 active; in the data active = activity change below about -50%; inconclusive = mostly about -30% to -49%; also: % is scaled to controls: 0 for no effect and ±100 for the full control effect
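Secreted IL-1B measured by AlphaLISA bead assay after 16 h compound exposure of THP-1 cells; compounds (final up to 57.5 uM) added 1 h before LPS (250 ng/mL) and ATP (1.25 mM) stimulation; lower signal means less secretion.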
An asterisk follows results filed as active; i = inactive; ? = inconclusive; . = no result given; & = joins results of further samples; [ ] = another dose, or the depositor's remark. Unless noted, calls follow the shape of the dose curve; as a rule, active = well fitted curve in the direction sought with a large enough effect; inconclusive = small, poorly fitted or top-dose-only effect, or another doubt; inactive = no such curve, though single readings can be large; an effect the other way counts as inactive or inconclusive.

Sample of the layout, eleven compounds:
SMILES	WRN helicase inh	MCF10A rereplic	KB-3-1 tox	KB-V1 MDR tox	SW480 rereplic	ATXN2 expr inh	HT1080 IDH1KD tx	HT1080NT lethal	IL-1B inflam inh
CCOC(=O)C1=CCN(S(=O)(=O)c2ccc(Cl)cc2)C1c1ccccc1 (stereo not drawn)	-5%	.	?	?	.	-13%	-16%	-8%	8
CC1=C(CC[C@@H](C)CO)OC2CC3C4CCC5CC(O)CCC5(C)C4CC(=O)C3(C)C12 (stereo partly drawn)	1%	?	0%	?	-6%	25µM*	-9%	-18%	-66*
CCn1cc(C(=O)N[C@H](C(=O)NCCO)C(C)C)c(=O)c2cc3c(cc21)OCO3	-11%	3%	13%	6%	14%	12%	-3%	0%	12
CCC1(C)N(O)C(C)(C)C(c2ccc(F)cc2)=[N+]1[O-] (stereo not drawn)	6%	-3%	0%	16%	4%	0%	13%	19%	-10
NC(=O)C1CCN(c2ccc(C(F)(F)F)cn2)CC1	11%	-2%	4%	4%	-4%	-10%	13%	?	-16
COc1ccccc1CCC(=O)OCC(=O)NC1CC1	2%	-1%	4%	14%	-1%	4%	18%	9%	10
Cc1csc2ncc(C(=O)N3CCc4ccccc43)c(=O)n12	-3%	0%	-6%	-12%	-17%	-7%	-4%	0%	25
CCOC(=O)C1(Cc2ccc(OC)cc2)CCN(C(=O)c2cccc3nccnc23)CC1	-2%	-3%	-14%	?	-3%	.	-2%	-3%	26
CCOC(=O)c1[nH]cnc1C(=O)Nc1ccc(F)cc1	-20%	-7%	11%&7%	-27%&3%	-6%	-6%&6%	1%	-7%	-4
O=C(Nc1cccc(F)c1)Nc1ccnn1C1CCN(C(=O)CCN2CCCO2)CC1	-1%	-3%	14%	1%	1%	7%	0%	1%	21
COc1ccc(CN2CCN(S(=O)(=O)c3ccc(NC(C)=O)cc3)CC2)cc1OC	-6%	?	0%	21µM*	-1%	-17%	-5%	2%	?

The whole of this part, previewed entries included:
SMILES	WRN helicase inh	MCF10A rereplic	KB-3-1 tox	KB-V1 MDR tox	SW480 rereplic	ATXN2 expr inh	HT1080 IDH1KD tx	HT1080NT lethal	IL-1B inflam inh
CCOC(=O)C1=CCN(S(=O)(=O)c2ccc(Cl)cc2)C1c1ccccc1 (stereo not drawn)	-5%	.	?	?	.	-13%	-16%	-8%	8
CC1=C(CC[C@@H](C)CO)OC2CC3C4CCC5CC(O)CCC5(C)C4CC(=O)C3(C)C12 (stereo partly drawn)	1%	?	0%	?	-6%	25µM*	-9%	-18%	-66*
CCn1cc(C(=O)N[C@H](C(=O)NCCO)C(C)C)c(=O)c2cc3c(cc21)OCO3	-11%	3%	13%	6%	14%	12%	-3%	0%	12
CCC1(C)N(O)C(C)(C)C(c2ccc(F)cc2)=[N+]1[O-] (stereo not drawn)	6%	-3%	0%	16%	4%	0%	13%	19%	-10
NC(=O)C1CCN(c2ccc(C(F)(F)F)cn2)CC1	11%	-2%	4%	4%	-4%	-10%	13%	?	-16
COc1ccccc1CCC(=O)OCC(=O)NC1CC1	2%	-1%	4%	14%	-1%	4%	18%	9%	10
Cc1csc2ncc(C(=O)N3CCc4ccccc43)c(=O)n12	-3%	0%	-6%	-12%	-17%	-7%	-4%	0%	25
CCOC(=O)C1(Cc2ccc(OC)cc2)CCN(C(=O)c2cccc3nccnc23)CC1	-2%	-3%	-14%	?	-3%	.	-2%	-3%	26
CCOC(=O)c1[nH]cnc1C(=O)Nc1ccc(F)cc1	-20%	-7%	11%&7%	-27%&3%	-6%	-6%&6%	1%	-7%	-4
O=C(Nc1cccc(F)c1)Nc1ccnn1C1CCN(C(=O)CCN2CCCO2)CC1	-1%	-3%	14%	1%	1%	7%	0%	1%	21

An excerpt of these results, as labelled records.
Molecule: COc1ccccc1CCC(=O)OCC(=O)NC1CC1
  WRN helicase inh: 2%
  MCF10A rereplic: -1%
  KB-3-1 tox: 4%
  KB-V1 MDR tox: 14%
  SW480 rereplic: -1%
  ATXN2 expr inh: 4%
  HT1080 IDH1KD tx: 18%
  HT1080NT lethal: 9%
  IL-1B inflam inh: 10

Molecule: Cc1csc2ncc(C(=O)N3CCc4ccccc43)c(=O)n12
  WRN helicase inh: -3%
  MCF10A rereplic: 0%
  KB-3-1 tox: -6%
  KB-V1 MDR tox: -12%
  SW480 rereplic: -17%
  ATXN2 expr inh: -7%
  HT1080 IDH1KD tx: -4%
  HT1080NT lethal: 0%
  IL-1B inflam inh: 25

The results go on:
SMILES	WRN helicase inh	MCF10A rereplic	KB-3-1 tox	KB-V1 MDR tox	SW480 rereplic	ATXN2 expr inh	HT1080 IDH1KD tx	HT1080NT lethal	IL-1B inflam inh
COc1ccc(CN2CCN(S(=O)(=O)c3ccc(NC(C)=O)cc3)CC2)cc1OC	-6%	?	0%	21µM*	-1%	-17%	-5%	2%	?
CN1C(=O)[C@H]2[C@@H](c3ccccc3)N[C@]3(CCCN(Cc4ccc(F)cc4)C3=O)[C@H]2C1=O	-14%	.	?	-12%	.	-2%	-1%	-5%	?
CCOc1ccccc1OCCC(=O)N1CCN(S(=O)(=O)c2ccccc2[N+](=O)[O-])CC1	8%	?	?	-8%	-43%	128%[activator]	-28%	-2%[9.24 µM]	?
Cc1nn(-c2ccccc2)c(Cl)c1/C=N/NC(=O)c1ccco1	2%	11%	?	1%	-1%	79%[activator]	-6%	0%	6
O=C(COC(=O)Cn1cnc2ccccc21)Nc1ccccc1C(F)(F)F	-1%	-7%	-7%	6%	14%	1%	1%	-4%	12
O=C(N/N=C1\CCc2ccccc21)c1ccccc1O	-7%	-7%	-14%	21µM*	2%	?	?	?	i
O=C(NNC1CC(=O)N(c2ccccc2)C1=O)c1cccnc1 (stereo not drawn)	9%	?	5%	2%	-4%	-9%	-1%	?	11
CC(=O)c1ccc(OCC(O)COc2ccc(C(C)=O)cc2)cc1	7%[57.1 µM]	15%	0%	-2%	10%	14%	-2%[9.24 µM]	2%	10
Clc1cccc(-c2nc(NCCCN3CCOCC3)c3ccccc3n2)c1	-12%	-1%	-13%	-4%	16%	.	?	21µM*	?
Cc1cccc(C(=O)OCC(=O)N2CCCC2=O)c1O	0%	-5%	6%	-6%	-5%	-1%	-3%	1%	0
CCN1CCN(c2c(C(=O)c3ccc(OC)cc3)cnc3ccccc23)CC1	0%	-2%	9%	-10%	-11%	5%	0%	-2%	-18
COc1cc(/C=C2\SC(=Nc3ccc(N4CCOCC4)cc3)N(C)C2=O)ccc1OC(C)C(=O)O (stereo not drawn)	-1%	-35%[inhibitor]	?	0%	-4%	3%	-6%	0%	-8
O=C(NNS(=O)(=O)c1ccc(Br)cc1)c1ccncc1	2%	1%	-24%	-3%	4%	-9%	23%	4%	0
Cc1ccc(/C=C2\SC(=S)N(CCC(=O)NNC(=O)c3ccccc3O)C2=O)cc1	-7%	2%	16%	11%	?	?	-24%	?	33
CCCC(c1nnnn1Cc1ccc(F)cc1)N1CCN(C2CCCCC2)CC1 (stereo not drawn)	-4%	3%	-4%	-8%	-4%	3%	7%	26%	7
C=CCn1c2ccccc2c2nnc(SCC(=O)OC)nc21	4%	.	0%	11%	.	.	-2%	-1%	29
CCCCNC(=O)Nc1ccc(Br)cn1	1%	-5%	1%	-6%	3%	13%	0%	-1%	-6
COc1ccc(Cl)cc1C(=O)NNC(=O)COC(=O)CCN=C1NS(=O)(=O)c2ccccc21	-3%	-1%	4%	?	-3%	-6%	-3%	4%	2
O=C(CNC(=O)c1ccc(Br)o1)NNC(=O)c1ccccc1F	-15%	-9%	.	.	-13%	2%	9%	1%	0
CCNC(=O)C1(C)CCN(Cc2cccc(Oc3ccccc3)c2)C1 (stereo not drawn)	-3%	.	0%	-6%	.	-4%	?	-23%	1
CC(=O)N1CSCC1C(=O)NNS(=O)(=O)c1ccccc1 (stereo not drawn)	0%	-15%	-2%	-1%	?	-12%	13%	21%	.
COc1ccc(S(=O)(=O)N(CC(N)=O)C2CCCCC2)cc1Cl	-8%	1%	-3%	-7%	8%	-8%	1%	-1%	0
N#CC(C#N)=C1C=CC=CN1/C(=C\c1ccccc1)C(=O)c1cccs1	-10%	23%	-2%	?	?	6%	-14%	-1%	-18
O=c1c(Cc2c(F)cccc2Cl)c(O)ccn1CC1CCCO1 (stereo not drawn)	8%	-4%	17%	30%	0%	3%	11%	18%	13
Cn1cccc1C(=O)OCC(=O)Nc1cc(C(C)(C)C)nn1-c1ccccc1	4%	6%	-15%	-21%	3%	-10%	-10%	-2%	0
COC(=O)c1c(-c2ccsc2)oc2ccc(-c3cc(OC)c(OC)c(OC)c3)cc12	-32%	?	0%	-3%	21%	-30%	0%	-1%	-14
CCN(CC)Cc1c(O)ccc2c(=O)c(-c3ccc(Cl)cc3)coc12	-1%	?	-1%	-1%	-13%	41%[activator]	-1%	-2%	0
